Shiga inhibitor: A qHTS for Small Molecule Inhibitors of Shiga Toxin; Vero cells, Shiga toxin protein synthesis inhibition reporter; inhibition, % at 38.7 µM; 9.2% of 290,000 active; AID 2315, 2010; in the data active = inhibition mostly above about 28%, no sharp cut-off; inactive = mostly below about 43%; also: 0% is about no effect
FBPA Giardia inh: qHTS Assay for Inhibitors of Fructose-1,6-bisphosphate Aldolase from Giardia Lamblia | A8B2U2 | purified Giardia FBPA | Potency, µM (doses to about 59.6 µM), inactives show at the top dose activity, negative = inhibition, most hits filed as inhibitors | 0.71% of 290,000 active | AID 2451, 2010; also: potency is read from the fitted curve at half-maximal effect; % is scaled to controls: 0 for no effect and ±100 for the full control effect; nearly all actives have a fitted effect of over 55% in size
Target sequence (A8B2U2 whole entry, looked up): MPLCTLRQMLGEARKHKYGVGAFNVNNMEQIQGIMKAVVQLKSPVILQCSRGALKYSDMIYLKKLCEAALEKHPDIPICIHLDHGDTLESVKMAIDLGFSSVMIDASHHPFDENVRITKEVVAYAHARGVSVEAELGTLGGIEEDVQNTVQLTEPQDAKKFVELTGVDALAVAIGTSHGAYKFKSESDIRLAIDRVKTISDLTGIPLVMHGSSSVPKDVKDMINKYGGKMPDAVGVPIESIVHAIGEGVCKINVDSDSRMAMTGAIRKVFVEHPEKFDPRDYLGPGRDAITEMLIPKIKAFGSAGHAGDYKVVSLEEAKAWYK
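Giardia FBPA (40 nM reagent) was preincubated 10 min at RT with compound (up to 57.5 uM final), then substrate plus GAPDH/TPI/NAD/arsenate coupling system with diaphorase/resazurin was added; resorufin fluorescence (525/598 nm) was read after 20 min.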
Cycloheximide cs: Cycloheximide Counterscreen for Small Molecule Inhibitors of Shiga Toxin; max response, %; cell reporter, cycloheximide protein synthesis inhibition counterscreen; 12% of 300,000 active; in the data active = max response mostly above about 13%, no sharp cut-off; inactive = mostly below about 14%; also: read at 38.3 µM for the half of the compounds with a filed dose; 0% is about no effect
Pf growth 48h: Primary qHTS for delayed death inhibitors of the malarial parasite plastid, 48 hour incubation; P. falciparum luciferase growth in erythrocytes, 48 h; 5.9% of 310,000 active; Potency, µM (series often up to 28.7 µM), for inactives: at the highest dose activity change, negative = inhibition, hits mostly inhibitors; AID 504832, 2011; also: potency is read from the fitted curve at half-maximal effect; % is scaled to controls: 0 for no effect and ±100 for the full control effect
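Firefly luciferase activity from engineered P. falciparum reports growth; inhibitors lower the luminescent signal. Cultures contained 2% hematocrit erythrocytes at 0.1% final parasitemia.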
Pf growth 96h: Primary qHTS for delayed death inhibitors of the malarial parasite plastid, 96 hour incubation | P. falciparum luciferase reporter growth, 96 h | Potency, µM (titrated, usually from 28.7 µM), without a hit: at the top dose activity change, negative = inhibition, usual class: inhibitors | 6.9% of 320,000 active | AID 504834, 2011; also: potency is read from the fitted curve at half-maximal effect; % is scaled to controls: 0 for no effect and ±100 for the full control effect
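Parasite growth measured via integrated firefly luciferase reporter in P. falciparum. Infected erythrocytes at 2% hematocrit, 0.05% parasitemia final were treated 96 hours at 37 C under 5% CO2, and luminescence was read.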
Sm TGR inh: qHTS Assay for the Inhibitors of Schistosoma Mansoni Peroxiredoxins; Schistosoma mansoni thioredoxin glutathione reductase (TGR), Q962Y6; purified TGR, DTNB reduction, TNB absorbance 405 nm; Potency, µM (highest dose often 114 µM), without a hit: top-dose activity change, negative = inhibition, most hits filed as inhibitors; 3% of 360,000 active; also: potency is read from the fitted curve at half-maximal effect; % is scaled to controls: 0 for no effect and ±100 for the full control effect; nearly all actives have a fitted effect of over 60% in size
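Kinetic colorimetric format: TGR-catalysed, NADPH-driven DTNB reduction monitored via TNB absorbance. Enzyme dispensed at 20 nM; compound exposure 15 min at room temperature before reaction start.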
The depositor's hits bear a star; & = joins results of further samples; [ ] = another dose, or the depositor's remark. Unless noted, calls follow the shape of the dose curve; as a rule, active = well fitted curve in the direction sought with a large enough effect; inconclusive = small, poorly fitted or top-dose-only effect, or another doubt; inactive = no such curve, though single readings can be large; an effect the other way counts as inactive or inconclusive.

For Cc1ccc(CNC(=O)COC(=O)c2ccc(S(=O)(=O)N3CCCC3)cc2)cc1 the results were Shiga inhibitor -16, FBPA Giardia inh 3%, Cycloheximide cs 4, Pf growth 96h 9% and Sm TGR inh -6%.
CCc1ccc(CN(Cc2cccnc2)C(=O)/C=C/c2ccc(OC)cc2)cc1 was read as Shiga inhibitor 34*, FBPA Giardia inh -2%, Cycloheximide cs 25*, Pf growth 48h 8.3µM*, Pf growth 96h inconclusive and Sm TGR inh 2%.
Screening COc1ccc(C)cc1NC(=O)CNCc1cccs1 returned Shiga inhibitor -6, FBPA Giardia inh inconclusive, Cycloheximide cs 8, Pf growth 48h 4%, Pf growth 96h 12µM* and Sm TGR inh 12%.
O=C(O)c1ccc2c(c1)C(=O)N(c1ccc(Nc3ccccc3)cc1)C2=O was read as Shiga inhibitor -6, FBPA Giardia inh 1%, Cycloheximide cs -4, Pf growth 48h -18%, Pf growth 96h -21% and Sm TGR inh -10%.
Screening COC(=O)[C@@]1(Cc2ccc(F)cc2)[C@H]2c3cc(C(=O)N4CCCC4)n(CCO)c3C[C@H]2CN1C(=O)c1ccccc1 returned Shiga inhibitor -15, FBPA Giardia inh 0%&-1%, Cycloheximide cs -5, Pf growth 48h 3.7µM*, Pf growth 96h 6.6µM* and Sm TGR inh -29%.
`Cc1ccccc1CSCC(=O)N/N=C/c1cccs1` gave Shiga inhibitor -11, FBPA Giardia inh -18%, Cycloheximide cs -1, Pf growth 48h inconclusive, Pf growth 96h inconclusive and Sm TGR inh -5%.
CCOC(=O)C(C)Oc1cccc2c(=O)n(CC(=O)NCc3ccccc3)ccc12 (configuration not stated) was read as Shiga inhibitor -15, FBPA Giardia inh 2%, Cycloheximide cs -2, Pf growth 48h -9%, Pf growth 96h -9% and Sm TGR inh -3%.
OCCC1CN(Cc2ccc(Oc3ncccn3)cc2)CCN1CCc1ccccc1 (configuration not stated) was read as Shiga inhibitor 23, FBPA Giardia inh 4%, Cycloheximide cs 15*, Pf growth 48h 19%, Pf growth 96h -18% and Sm TGR inh -14%.
Cc1noc(/C=C/N(C)C)c1S(=O)(=O)N1CCC(C(=O)Nc2ccc(Cl)cc2)CC1 was read as Shiga inhibitor -9, Cycloheximide cs -2, Pf growth 48h -16%, Pf growth 96h 29% and Sm TGR inh 9%.
`CCN1C(=O)CSC1=Nc1ccccc1Cl` gave Shiga inhibitor -2, FBPA Giardia inh 7%, Cycloheximide cs -3, Pf growth 48h 1%, Pf growth 96h 4% and Sm TGR inh 0%.
CCOc1ccc(C(=O)N[C@H](C(=O)Nc2cccc(S(=O)(=O)N3CCOCC3)c2)C(C)C)cc1 was read as Pf growth 48h inconclusive, Pf growth 96h inconclusive and Sm TGR inh 1%.
Screening CC(C)N(Cc1nc(-c2ccccc2)no1)C(=O)c1ccc(Cl)cc1 returned Shiga inhibitor -44, FBPA Giardia inh -3%, Cycloheximide cs -4, Pf growth 96h -4% and Sm TGR inh 6%.
Screening CCn1c(CNC(C)=O)nnc1SCC(=O)c1ccc(Br)cc1 returned Shiga inhibitor 13, FBPA Giardia inh -23%, Cycloheximide cs 3, Pf growth 48h -6%, Pf growth 96h 54%[activator] and Sm TGR inh -2%.
COC(=O)N/N=C(\C)c1ccc(-n2ccnc2)cc1 was read as Shiga inhibitor 18, FBPA Giardia inh 2%, Cycloheximide cs 13, Pf growth 48h 8%, Pf growth 96h 39%[activator] and Sm TGR inh -9%.
For CCOC(=O)C(C)Oc1ccc2c(-c3cccc([N+](=O)[O-])c3)cc(=O)oc2c1 (configuration not stated) the results were Shiga inhibitor -17, FBPA Giardia inh -5%, Cycloheximide cs -6, Pf growth 48h 11%, Pf growth 96h 55%[activator] and Sm TGR inh -3%.
For CCOC(=O)c1sc(-c2cccc([N+](=O)[O-])c2)cc1N the results were Shiga inhibitor 33, FBPA Giardia inh 0%, Cycloheximide cs 19*, Pf growth 48h 46%[activator], Pf growth 96h 51%[activator] and Sm TGR inh 3%.
`O=C(COC(=O)c1ccc(O)cc1O)NC1CC1` gave Pf growth 48h -1%, Pf growth 96h inconclusive and Sm TGR inh -8%.
CC(C)C(c1nnnn1Cc1ccc(F)cc1)N1CCC(C(N)=O)CC1 (configuration not stated) was read as Shiga inhibitor -6, FBPA Giardia inh -9%, Cycloheximide cs 16, Pf growth 48h -14%, Pf growth 96h 20% and Sm TGR inh 3%.
For CCOc1ccccc1N1CC(C(=O)Nc2ccc(C(=O)O)cc2)CC1=O (configuration not stated) the results were Shiga inhibitor 16, FBPA Giardia inh 8%, Cycloheximide cs 0, Pf growth 48h 5%, Pf growth 96h 56%[activator] and Sm TGR inh 0%.
`COC(=O)c1cc(S(=O)(=O)NCC2CCN(Cc3ccc(Cl)cc3)CC2)cn1C` gave Shiga inhibitor 0, FBPA Giardia inh -11%, Cycloheximide cs -3, Pf growth 48h -25%, Pf growth 96h inconclusive and Sm TGR inh -3%.
Screening CCOc1ccc(CCNS(=O)(=O)c2ccc(-c3ccc(=O)[nH]n3)o2)cc1OCC returned Shiga inhibitor -5, FBPA Giardia inh -9%, Cycloheximide cs -1, Pf growth 48h inconclusive, Pf growth 96h 15% and Sm TGR inh -12%.
Screening CCCC(=O)Oc1ccc(-c2nccc(C(OC)OC)n2)cc1 returned Shiga inhibitor 52*, FBPA Giardia inh 1%, Cycloheximide cs 22, Pf growth 48h 86%[activator], Pf growth 96h 59%[activator] and Sm TGR inh 2%.
For O=C(Cn1c(=O)c2cccn2c2ccccc21)Nc1ccc(F)cc1F the results were Shiga inhibitor 18, Cycloheximide cs -9, Pf growth 48h -7%, Pf growth 96h inconclusive and Sm TGR inh -17%.
Cc1ccc(C2=NNC(c3cccc(F)c3)S2)cc1 (configuration not stated) was read as Shiga inhibitor 3, FBPA Giardia inh -3%, Cycloheximide cs 8, Pf growth 48h inactive, Pf growth 96h 12µM* and Sm TGR inh 0%.
Cc1cccc(NC(=O)c2ccc(S(=O)(=O)N3CCCC3)cc2)c1C was read as Shiga inhibitor 4, FBPA Giardia inh 8%, Cycloheximide cs -9, Pf growth 48h -7%, Pf growth 96h -20% and Sm TGR inh -1%.
CC(C)C(NS(=O)(=O)c1cccs1)C(=O)NCc1ccc2c(c1)OCO2 (configuration not stated) was read as Shiga inhibitor -3, FBPA Giardia inh 1%, Cycloheximide cs -3, Pf growth 48h 11%, Pf growth 96h -9% and Sm TGR inh 0%.
Screening O=C(NCc1ccccc1Cl)C(=O)NCC(c1ccco1)N1CCOCC1 (configuration not stated) returned Shiga inhibitor -6, FBPA Giardia inh 0%, Cycloheximide cs -4, Pf growth 48h -17%, Pf growth 96h 28% and Sm TGR inh -1%.
Screening O=C(COc1ccc(Cl)cc1)NNC(=O)C(=O)NC1CCCCC1 returned Shiga inhibitor -16, Cycloheximide cs -1, Pf growth 48h inconclusive, Pf growth 96h -26% and Sm TGR inh 0%.
Screening COC(=O)c1cc(=O)n(CCc2ccc(OC)cc2)c(=Nc2ccc(F)c(Cl)c2)s1 returned Shiga inhibitor -9, FBPA Giardia inh -3%, Cycloheximide cs -6, Pf growth 96h 114%[activator] and Sm TGR inh 2%.
CCOC(=O)c1ccc(N2C(=O)C=C(N3CCOCC3)C2=O)cc1 was read as Shiga inhibitor -6, FBPA Giardia inh 2%, Cycloheximide cs -2, Pf growth 48h 12%, Pf growth 96h inconclusive and Sm TGR inh -9%.
For Cc1ccc(C=Nc2ccccc2C(N)=O)s1 the results were Shiga inhibitor -3, FBPA Giardia inh 1%, Cycloheximide cs 13, Pf growth 48h 10%, Pf growth 96h 51%[activator] and Sm TGR inh -12%.
`O=C(NCCCN1CCOCC1)c1ccc(Br)cc1` gave Shiga inhibitor 30, FBPA Giardia inh 1%, Cycloheximide cs 9, Pf growth 96h -1% and Sm TGR inh -6%[11.4 µM].
COC(=O)c1ccccc1NC(=O)N1CCN(C/C=C/c2ccccc2)CC1 was read as Shiga inhibitor 3, FBPA Giardia inh 0%, Cycloheximide cs -1, Pf growth 48h -10% and Sm TGR inh -1%.
For CC(=O)Oc1cccc(Nc2ncnc3ccccc23)c1 the results were FBPA Giardia inh -11%, Cycloheximide cs 19*, Pf growth 48h -11%, Pf growth 96h 39%[activator] and Sm TGR inh 6%.
Screening c1ccc(COc2ccccc2CNc2nn[nH]n2)cc1 returned Shiga inhibitor -5, FBPA Giardia inh 2%, Cycloheximide cs -5, Pf growth 48h 1% and Pf growth 96h inconclusive.
O=C(CN(CC1CCCO1)C(=O)CNS(=O)(=O)c1ccc(F)cc1)NCc1ccccc1 (configuration not stated) was read as Shiga inhibitor -8, FBPA Giardia inh 5%, Cycloheximide cs 0, Pf growth 48h 12%, Pf growth 96h 15% and Sm TGR inh 5%.
For CCCOC(=O)Cn1cnc2scc(-c3ccc(OC)cc3)c2c1=O the results were Shiga inhibitor 8, FBPA Giardia inh 5%, Cycloheximide cs 4, Pf growth 48h 49%[activator], Pf growth 96h -15% and Sm TGR inh 2%.
`COc1ccc(C(=O)N(Cc2sccc2C)C2CCS(=O)(=O)C2)cc1` (configuration not stated) gave Shiga inhibitor -16, Cycloheximide cs -4, Pf growth 48h -15%, Pf growth 96h inconclusive and Sm TGR inh -9%&3%.
Screening Cc1ccc(-c2nc(N)sc2CC(=O)OCC(=O)NCC2CCCO2)cc1 (configuration not stated) returned Shiga inhibitor 5, FBPA Giardia inh -21%, Cycloheximide cs -1, Pf growth 48h -6%, Pf growth 96h -15% and Sm TGR inh -13%.
For Cc1nc2cc(C(=O)N3CCC4(CC3)OCCO4)ccc2n1-c1cccc(F)c1 the results were Shiga inhibitor -7, FBPA Giardia inh 10%, Cycloheximide cs -5, Pf growth 96h inconclusive and Sm TGR inh 2%.

Filtered by structure: the entries above containing an NH in an aromatic ring.
Screening CCOc1ccc(CCNS(=O)(=O)c2ccc(-c3ccc(=O)[nH]n3)o2)cc1OCC returned Shiga inhibitor -5, FBPA Giardia inh -9%, Cycloheximide cs -1, Pf growth 48h inconclusive, Pf growth 96h 15% and Sm TGR inh -12%.
Screening c1ccc(COc2ccccc2CNc2nn[nH]n2)cc1 returned Shiga inhibitor -5, FBPA Giardia inh 2%, Cycloheximide cs -5, Pf growth 48h 1% and Pf growth 96h inconclusive.

Continued.
Screening Fc1ccc2[nH]c3c(c2c1)CN(C(=S)NCc1ccccc1)CC3 returned Shiga inhibitor 14, FBPA Giardia inh -25%, Cycloheximide cs 8, Pf growth 48h inconclusive, Pf growth 96h -25% and Sm TGR inh 18%.
O=C(/C=C/c1ccco1)c1ccccc1O was read as Shiga inhibitor 59*, FBPA Giardia inh -7%, Cycloheximide cs 33*, Pf growth 48h 26%, Pf growth 96h -6% and Sm TGR inh 32µM*.
`CCCSc1nnc(Cn2c(=O)sc3ccccc32)n1C` gave Shiga inhibitor -5, FBPA Giardia inh -15%, Cycloheximide cs -2, Pf growth 48h -12%, Pf growth 96h 22% and Sm TGR inh 8%.
Screening Cc1[nH][nH]c(=O)c1N=Nc1ccccc1C#N returned Shiga inhibitor 40, FBPA Giardia inh -24%, Cycloheximide cs 50*, Pf growth 48h -18%, Pf growth 96h 23% and Sm TGR inh 3%.
Screening Cc1ccc2nc(N(CCN(C)C)C(=O)c3ccc4ccccc4c3)sc2c1 returned Shiga inhibitor 17, FBPA Giardia inh -27%, Cycloheximide cs 24, Pf growth 48h 14%, Pf growth 96h -6% and Sm TGR inh -3%.

Source: PubChem BioAssay (National Center for Advancing Translational Sciences (NCATS))
